# From PubChem BioAssay
# mHtt clearance: clearance of mutant huntingtin inclusions, primary screen, imaging, HeLa Exon1htt(103Q)mCFP, confocal imaging. aggregate imaging; zero = plate's median compound well. inhibition, % at 1.5 µM. 47,000 compounds, 0.42% hits. AID 853, 2007;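 active = inhibition of aggregate fluorescence above about 70%, also judged a hit by eye on the cell image, limit read from the data, passing the limit was not always enough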;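 also: cells exposed to compound for three days before fixation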
# mHtt clearance grain fraction: further read-out of mHtt clearance, marked with its call; fraction fluorescence in grains; measured here: aggregate grain fluorescence fraction; stronger effect = lower value;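 scaled fraction of total cell fluorescence in grains with unit not stated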
# Starred values were filed as active, the others as inactive.
SMILES,mHtt clearance,mHtt clearance grain fraction
CCOc1ccc(S(=O)(=O)N2CCCCCC2)c2ccccc12,-45,55

# Only part of the results is shown, so the mix of outcomes need not match the whole.
